TNAP activators: human TNAP enzyme activators, primary screen, biochemical, luminescent, no phosphate acceptor, uHTS (AID 1001). purified TNAP, luminescent activation assay, no phosphate acceptor; higher activation fold means a stronger effect. one-dose activation fold at 20 µM; EC50 in µM for titrated hits. hit rate 0.03% among 200,000; in the data active means activation fold from about 3, or a potency from the dose series; inactive means the rest, 99 in 100 with activation fold below about 1.6; further: many of its hits are not listed in these tables
LYP phosphatase: inhibitors of LYP phosphatase, biochemical, fluorescence intensity, uHTS (AID 1779); recombinant LYP phosphatase, fluorescence intensity; higher % means a stronger effect; one-dose inhibition, % at 11.5 µM; IC50 in µM for titrated hits; hit rate 0.054% among 290,000;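 further: plate controls were vehicle with enzyme for no effect and no enzyme for full effect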
Myeloid diff MLP: induction of myeloid progenitor differentiation, primary screen, cell-based, flow cytometry, MLPCN library | ER-HoxA9 myeloid progenitors, lysozyme-GFP differentiation | hit rate 1% among 360,000 | calls only at 10 µM;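 active means normalized GFP-positive differentiation at or above the plate's own cutoff, the solvent-only control mean plus 3 SD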;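 further: cells exposed to compound for four days before flow analysis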
XIAP displacement: XIAP antagonists, biochemical, IAP family, fluorescence polarization (AID 1018). E3 ubiquitin-protein ligase XIAP (Homo sapiens). hit rate 0.007% among 200,000. XIAP BIR domain, fluorescence polarization peptide displacement; higher % means a stronger effect. displacement, % at 20 µM, or IC50 in µM where a hit was titrated; in the data active means displacement above about 50%; further: a part of the inactive calls stands beside numbers as strong as those of hits
P. falciparum M17LAP: P. falciparum M17LAP inhibitors, primary screen, biochemical, fluorogenic H-Leu-NHMec substrate, 1536-well (AID 1619). Leucine aminopeptidase (Plasmodium falciparum (isolate 3D7)). recombinant M17LAP, H-Leu-NHMec fluorogenic kinetic assay; higher % means a stronger effect. inhibition, % at 30 µM, or IC50 in µM where a hit was titrated. hit rate 0.38% among 220,000;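 active means compound inhibiting the enzyme by more than half at any dose during confirmatory dose-response retesting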;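 further: plate controls were full reaction with DMSO carrier for no effect and no enzyme background for full effect; strong numbers were not always called active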
PMI inhibition: human PMI inhibitors, high substrate, primary screen, biochemical, fluorescence intensity, high mannose 6-phosphate (AID 1220); Mannose-6-phosphate isomerase (Homo sapiens); recombinant PMI enzyme, coupled fluorescence intensity; higher % means a stronger effect; one-dose inhibition, % at 20 µM; IC50 in µM for titrated hits; hit rate 0.66% among 190,000
P. falciparum M1AAP: P. falciparum M1AAP inhibitors, biochemical, fluorogenic H-Leu-NHMec substrate, 1536-well (AID 1445); Aminopeptidase N (Plasmodium falciparum (isolate 3D7)); recombinant M1AAP, H-Leu-NHMec fluorogenic kinetic assay; higher % means a stronger effect; inhibition, % at 30 µM, or IC50 in µM where a hit was titrated; hit rate 0.42% among 220,000;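 active means primary inhibition above the hit cutoff, then over 50% inhibition at one or more dose response concentrations, cut at about 23% in these data, passing the limit was not always enough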;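 further: plate controls were DMSO full reaction for no effect and no enzyme background for full effect; strong numbers were not always called active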
PMI inhibitors: inhibitors of human PMI, primary screen, biochemical, fluorescence intensity, coupled assay (AID 1209); hit rate 0.42% among 190,000; inhibition, % at 20 µM, or IC50 in µM where a hit was titrated; purified PMI enzyme, coupled fluorescence intensity; higher % means a stronger effect; Mannose-6-phosphate isomerase (Homo sapiens);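 further: plate controls were DMSO vehicle for no effect and wells lacking substrate for full effect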
ER stress rescue: rescue of cells from ER stress-induced death, primary screen, 384-well, CSM14.1, thapsigargin, ATP luminescence (AID 1222); CSM14.1 thapsigargin-induced death rescue, ATP luminescence; higher % means a stronger effect; 190,000 tested, under 10 active; cellular ATP content (survival), % at 20 µM; hits with a dose series show EC50 in µM;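 active means EC50 below 50 µM in the dose-response confirmation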;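 further: death triggered by thapsigargin at about 15 µM added after 2 h compound pretreatment; cell ATP read after overnight thapsigargin exposure of roughly 18 to 22 hours; normalized against plate controls of thapsigargin alone and 5% DMSO vehicle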
Myeloid diff MLP GFP+ MAC1+ %: also measured in Myeloid diff MLP; calls as there; GFP+ MAC1+ double positive, %; measured here: differentiation confirmed by MAC1 staining
Numbers without * were called inactive; i = inactive; / = not tested or not shown; + = active, no number. Unless noted, no stated cut-off is given here; in the data, active means inhibition above about 50%; inactive means the rest.

#1 O=C(COc1cccc(Oc2ccccc2)c1)Nc1ccc(SC(F)F)cc1
#2 Cc1ccc([N+](=O)[O-])cc1-c1ccc2cccc(C)c2n1
#3 C=CCc1cccc2cc(C(=O)NCCOC)c(=O)oc12
#4 CC(Oc1ccccc1)C(=O)N1CCN=C1SCc1ccccc1 (stereo not drawn)
#5 Cc1ccc(S(=O)(=O)Cn2nnnc2C(c2ccccc2)N2CCN(c3ncccn3)CC2)cc1 (stereo not drawn)
#6 CN(CCc1cn[nH]c1)Cc1nc(Cc2ccccc2F)no1

Compound | 1 | 2 | 3 | 4 | 5 | 6
PMI inhibition | 8% | -10% | -7% | -6% | 12% | 2%
TNAP activators | 1.2 | 1.1 | 1.1 | 1 | 1.1 | 1.1
P. falciparum M1AAP | 1% | 8% | 3% | 1% | 6% | 1%
P. falciparum M17LAP | 11% | 4% | 8% | 2% | 5% | 5%
PMI inhibitors | 8% | 1% | -1% | -6% | 8% | 12%
LYP phosphatase | 1% | -5% | -6% | 2% | 7% | -4%
Myeloid diff MLP GFP+ MAC1+ % | 4.7 | 0.3 | 0.8 | 0.7 | 0.1 | 0.4
XIAP displacement | -3.3% | 3.9% | -2.8% | -5.3% | -1.8% | -0.9%
Myeloid diff MLP | i | i | i | i | i | i
ER stress rescue | -0.9% | -1.3% | -1.5% | / | -0.7% | -0.5%

#7 Nc1c(S(=O)(=O)c2cccs2)c2nc3ccccc3nc2n1Cc1ccccc1
#8 Nc1cccc2c1C(=O)N(C(=O)c1ccco1)C2=O
#9 Cn1c(=O)c2c(ncn2CCNC2=NCCCCC2)n(C)c1=O
#10 COC(=O)c1sccc1NC(=O)c1ccc(C)s1
#11 Fc1ccc(Oc2cc(N3CCOCC3)nc(-c3ccccc3)n2)c(F)c1
#12 COc1ccccc1CNC(=O)CC(C)C

Compound | 7 | 8 | 9 | 10 | 11 | 12
PMI inhibition | 10% | / | -4% | -4% | 7% | -11%
TNAP activators | 1 | / | 1 | 1.1 | 1.1 | 1.1
P. falciparum M1AAP | 10% | 2% | 2% | -1% | 4% | 3%
P. falciparum M17LAP | -1% | 0% | -1% | 22% | -6% | 4%
PMI inhibitors | 19% | / | -5% | -2% | 6% | -2%
LYP phosphatase | 1% | -1% | -13% | 2% | -6% | -10%
Myeloid diff MLP GFP+ MAC1+ % | 0.6 | 0.2 | 0.9 | 1.1 | 0.4 | 0.5
XIAP displacement | -6.1% | / | -3.9% | -12% | -2.8% | -0.6%
Myeloid diff MLP | i | i | i | i | i | i
ER stress rescue | 0.6% | / | -0.1% | -5.0% | -3.7% | -1.3%

From compound 1 up to 12, as listed above:
#1 O=C(COc1cccc(Oc2ccccc2)c1)Nc1ccc(SC(F)F)cc1
#2 Cc1ccc([N+](=O)[O-])cc1-c1ccc2cccc(C)c2n1
#3 C=CCc1cccc2cc(C(=O)NCCOC)c(=O)oc12
#4 CC(Oc1ccccc1)C(=O)N1CCN=C1SCc1ccccc1 (stereo not drawn)
#5 Cc1ccc(S(=O)(=O)Cn2nnnc2C(c2ccccc2)N2CCN(c3ncccn3)CC2)cc1 (stereo not drawn)
#6 CN(CCc1cn[nH]c1)Cc1nc(Cc2ccccc2F)no1
#7 Nc1c(S(=O)(=O)c2cccs2)c2nc3ccccc3nc2n1Cc1ccccc1
#8 Nc1cccc2c1C(=O)N(C(=O)c1ccco1)C2=O

Compound | 1 | 2 | 3 | 4 | 5 | 6 | 7 | 8
PMI inhibition | 8% | -10% | -7% | -6% | 12% | 2% | 10% | /
TNAP activators | 1.2 | 1.1 | 1.1 | 1 | 1.1 | 1.1 | 1 | /
P. falciparum M1AAP | 1% | 8% | 3% | 1% | 6% | 1% | 10% | 2%
P. falciparum M17LAP | 11% | 4% | 8% | 2% | 5% | 5% | -1% | 0%
PMI inhibitors | 8% | 1% | -1% | -6% | 8% | 12% | 19% | /
LYP phosphatase | 1% | -5% | -6% | 2% | 7% | -4% | 1% | -1%
Myeloid diff MLP GFP+ MAC1+ % | 4.7 | 0.3 | 0.8 | 0.7 | 0.1 | 0.4 | 0.6 | 0.2
XIAP displacement | -3.3% | 3.9% | -2.8% | -5.3% | -1.8% | -0.9% | -6.1% | /
Myeloid diff MLP | i | i | i | i | i | i | i | i
ER stress rescue | -0.9% | -1.3% | -1.5% | / | -0.7% | -0.5% | 0.6% | /

#9 Cn1c(=O)c2c(ncn2CCNC2=NCCCCC2)n(C)c1=O
#10 COC(=O)c1sccc1NC(=O)c1ccc(C)s1
#11 Fc1ccc(Oc2cc(N3CCOCC3)nc(-c3ccccc3)n2)c(F)c1
#12 COc1ccccc1CNC(=O)CC(C)C

Compound | 9 | 10 | 11 | 12
PMI inhibition | -4% | -4% | 7% | -11%
TNAP activators | 1 | 1.1 | 1.1 | 1.1
P. falciparum M1AAP | 2% | -1% | 4% | 3%
P. falciparum M17LAP | -1% | 22% | -6% | 4%
PMI inhibitors | -5% | -2% | 6% | -2%
LYP phosphatase | -13% | 2% | -6% | -10%
Myeloid diff MLP GFP+ MAC1+ % | 0.9 | 1.1 | 0.4 | 0.5
XIAP displacement | -3.9% | -12% | -2.8% | -0.6%
Myeloid diff MLP | i | i | i | i
ER stress rescue | -0.1% | -5.0% | -3.7% | -1.3%

(list continues)
#13 O=C(O)Cc1ccc(NC(=O)Nc2ccc(Br)cc2)cc1
#14 COc1ccc(C2C(C#N)=C(C)NC3=C2C(=O)CC(C)(C)C3)cc1 (stereo not drawn)
#15 COC(=O)[C@@H]1C[C@@]2(O)[C@@H](O)[C@@H](O)[C@@H](O)C[C@H]2N1Cc1ccc(C(F)(F)F)cc1
#16 COc1ccc2c(c1)C(=O)N(c1ccc(C)cc1C)C(=O)C2
#17 CN(C)S(=O)(=O)c1cccc2nsnc12
#18 O=C1Nc2ccc(F)cc2C12Nc1ccccc1-c1nnc(SCc3ccccc3F)nc1O2 (stereo not drawn)

Compound | 13 | 14 | 15 | 16 | 17 | 18
PMI inhibition | -13% | 1% | / | 10% | -2% | 27%
TNAP activators | 1.1 | 1.2 | / | 1.1 | 1 | 0.9
P. falciparum M1AAP | 6% | 21% | -7% | 7% | 4% | 68µM*
P. falciparum M17LAP | <1µM* | -117% | -17% | -14% | -7% | -4%
PMI inhibitors | -36% | 3% | / | -2% | -6% | 0%
LYP phosphatase | -9% | -8% | -4% | -4% | -4% | -3%
Myeloid diff MLP GFP+ MAC1+ % | 0.2 | 0.5 | 1.5 | 0.6 | 2.0 | 3.3
XIAP displacement | -9.5% | -9.6% | / | -0.3% | -1.4% | -2.4%
Myeloid diff MLP | i | i | i | i | i | i
ER stress rescue | -2.1% | 0.1% | / | -3.1% | 1.2% | -1.8%

#19 Cc1cccc(NC(=O)CSc2ncnc3c2oc2ccccc23)c1
#20 COc1ccc(S(=O)(=O)N(CC(=O)NCCC(C)C)c2ccccc2)cc1OC
#21 CC1CCN(C(=S)Nc2cccc(S(=O)(=O)N(C)C)c2)CC1
#22 CC1=C(C(=O)OC2CCCCCC2)C(c2ccc(C)o2)C2=C(CCCC2=O)N1 (stereo not drawn)
#23 COc1ccccc1CNc1ccc([N+](=O)[O-])cc1C
#24 COc1ccc(S(=O)(=O)Cc2ccc(C(=O)NCCc3cc(OC)ccc3OC)o2)cc1
#25 O=C(COc1ccccc1[N+](=O)[O-])N(Cc1ccccc1)c1ccccn1

Compound | 19 | 20 | 21 | 22 | 23 | 24 | 25
PMI inhibition | 4% | 6% | 9% | 17% | 20% | -6% | 3%
TNAP activators | 1 | 1 | 1 | 1 | 1 | 1.1 | 1
P. falciparum M1AAP | 0% | -3% | -1% | 17% | 8% | -2% | -12%
P. falciparum M17LAP | 6% | -10% | -2% | 10% | -13% | -6% | -4%
PMI inhibitors | -3% | 10% | 20% | 8% | 18% | -6% | 3%
LYP phosphatase | -4% | -6% | -8% | -7% | 0% | -5% | -6%
Myeloid diff MLP GFP+ MAC1+ % | 2.3 | 0.7 | 1.6* | 6.7 | 0.0 | 0.4 | 0.2
XIAP displacement | -2.8% | -8.1% | -4.2% | -8.4% | -4.2% | -5.2% | -8.0%
Myeloid diff MLP | i | i | + | i | i | i | i
ER stress rescue | 0.1% | 1.6% | -1.5% | 0.5% | 4.0% | -6.1% | -0.2%
